Source: PubChem
TDP-43 yeast inh = rescues yeast growth from TDP-43 toxicity | 1.8% of 410,000 active | Potency, µM (top dose mostly 46.1 µM), without a hit: at the highest dose growth rescue (activation), hits mostly activators | TDP-43 expressing yeast growth rescue, BacTiter-Glo, 24 h; further: potency means the concentration at half of the fitted maximal effect; % of control where 0% means no effect; nearly all actives have a fitted effect of over 50% in size
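Yeast cells expressing TDP-43 under galactose induction are exposed to compounds for 24 hr at 30 deg C. BacTiter-Glo luminescence measures growth, so protective compounds score as activators.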
DRD3 antagonist = blocks the human D3 dopamine receptor. P35462. D3R cells, DiscoveRx beta-arrestin luminescence, antagonist mode; stronger effect = lower value. max response, negative = inhibition, %. 2.5% of 360,000 active; in the data active means max response below about -50%; inconclusive means no clear call, values can overlap the other calls; further: on the % scale 0 is the no-effect control and ±100 the full control effect; mostly tested at two doses, the higher about 12 µM
Target sequence (P35462 whole entry, looked up): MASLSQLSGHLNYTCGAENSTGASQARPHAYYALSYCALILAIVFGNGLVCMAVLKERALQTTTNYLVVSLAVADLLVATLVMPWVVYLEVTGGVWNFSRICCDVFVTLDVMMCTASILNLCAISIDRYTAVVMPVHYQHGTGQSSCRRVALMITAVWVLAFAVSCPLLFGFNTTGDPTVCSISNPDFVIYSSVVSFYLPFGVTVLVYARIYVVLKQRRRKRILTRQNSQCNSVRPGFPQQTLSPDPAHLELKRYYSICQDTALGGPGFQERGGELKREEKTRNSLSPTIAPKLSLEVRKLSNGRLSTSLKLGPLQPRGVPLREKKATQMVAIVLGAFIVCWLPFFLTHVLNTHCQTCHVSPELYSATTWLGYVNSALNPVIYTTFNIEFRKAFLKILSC
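Cells plated overnight at 1500 cells/well, then exposed to library compounds with dopamine controls for 90 minutes at 37 degrees C. DiscoveRx reagent added for 30–60 minutes at room temperature; luminescence read, quantitative HTS format.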
FUS yeast rescue = suppressors of FUS proteinopathy in yeast | S. cerevisiae FUS-expressing, growth rescue, OD600, 24 h | Potency, µM (titrated, usually from 76.6 µM), without a hit: top-dose growth rescue (activation), hits mostly activators | 0.24% of 390,000 active | AID 1347120;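 further: potency means the concentration at half of the fitted maximal effect; plate controls were DMSO vehicle for no effect and reference control for full effect; nearly all actives have a fitted effect of over 55% in size; some results filed as inactive show a strong effect at the top dose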
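Yeast FUS proteinopathy model; galactose-induced FUS (2%), starting OD 0.005. Cpds in dilution series, 24hr, 30C, 99% humidity. Abs 600 nm growth. Pos ctrl CP55940 (top 92uM final); neg ctrl DMSO.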
EPAC2 ag = agonists of human EPAC2 (RAPGEF4). Q8WZA2. EPAC2 activation, biochemical qHTS; response scale: 100% = 6.5 mM cAMP response. Potency, µM (doses to about 154 µM), for inactives: at the top dose activation, actives largely listed as activators. 0.079% of 360,000 active; further: potency means the concentration at half of the fitted maximal effect; nearly all actives have a fitted effect of over 50% in size
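In this primary screen, activation is scored as increased exchange of BODIPY-GDP from Rap1B by 100 nM EPAC2, with 50 uM GDP as competitor. Signal is normalized to the 6.5 mM cAMP agonist control.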
D3 ag = agonists of human D3 dopamine receptor. AID 652048. max activation, %. 0.58% of 410,000 active. D3R DiscoveRx beta-arrestin cells, luminescence, 90 min. P35462; in the data active means max activation above about 30%; further: 0% is about no effect; mostly tested at two doses, the higher about 12 µM
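Agonist mode: compounds and dopamine controls were applied to plated cells for 90 min at 37 degrees C after an overnight attachment at 1500 cells/well. Luminescent read-out followed 30 - 60 minutes at room temperature with DiscoveRx detection reagent.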
EPAC2 antagonist = antagonists of human EPAC2; 0.18% of 360,000 active; Q8WZA2; Potency, µM (series often up to 114 µM), for the others: top-dose activity, negative = inhibition, usual class: inhibitors; EPAC2 GEF exchange of Rap1B-BODIPY-GDP, fluorescence; further: potency means the concentration at half of the fitted maximal effect; on the % scale 0 is the no-effect control and ±100 the full control effect; nearly all actives have a fitted effect of over 45% in size; many of its hits are not listed in these tables
aSyn rescue = rescues yeast growth from alpha-synuclein toxicity. Yeast expressing alpha-synuclein, growth rescue, BacTiter-Glo, 24 h. 0.14% of 370,000 active. Potency, µM (series often up to 46.1 µM), inactives show at the top dose growth rescue (activation), most hits filed as activators; further: potency means the concentration at half of the fitted maximal effect; % of control where 0% means no effect; nearly all actives have a fitted effect of over 65% in size
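Screening used galactose-induced yeast with toxic alpha-synuclein levels, exposed to compound for 24 hr at 30 deg C. Cell growth, read with BacTiter-Glo luminescence, gave the measured signal.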
Abeta rescue = A-beta toxicity reversal in yeast. AID 1347071. yeast expressing A-beta42, growth rescue, OD600, 48 h; response scale: 0% DMSO, 100% iron-clioquinol control. 0.063% of 410,000 active. Potency, µM (titrated, usually from 46.1 µM), without a hit: top-dose growth rescue, usual class: activators; further: potency means the concentration at half of the fitted maximal effect; nearly all actives have a fitted effect of over 55% in size
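Yeast A-beta toxicity model in growth medium with pinned compounds, 48 h at 30 C; growth read as absorbance at 600 nm. Normalized to FeCl3/clioquinol equimolar mix (positive) and DMSO (negative).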
* marks the source's active call; other numbers are inactive results; ? = inconclusive; / = not tested or not shown; & = joins results of further samples; [ ] = remark or other dose. Unless noted, the call rests on the fitted dose curve; in most records, active means well fitted curve in the direction sought with a large enough effect; inconclusive means small, poorly fitted or top-dose-only effect, or another doubt; inactive means no such curve, though single readings can be large; an effect the other way counts as inactive or inconclusive. Not all compounds are listed, so the mix of outcomes need not match the whole.

SMILES	TDP-43 yeast inh	DRD3 antagonist	FUS yeast rescue	EPAC2 ag	D3 ag	EPAC2 antagonist	aSyn rescue	Abeta rescue
CCNc1nc(NC(C)CC)nc(Oc2ccc(OCC)nn2)n1 (stereo unspecified)	7%&6%	31	7%&-11%	11%	2&-7	-2%[57.1 µM]	0%&-4%	15%&-10%
COc1ccccc1OCC(=O)NC1CCCc2ccccc21 (stereo unspecified)	-12%	13	28%	17%	-7	3%	-2%	-4%
CCO[C@@H]1OC(C(N)=O)=C[C@H](C2CC2)[C@H]1CCCO	2%	4	-8%	7%	-11	5%	-3%	-24%
CC(=O)CC(c1ccccc1)S(=O)(=O)c1ccc(C)cc1 (stereo unspecified)	15%	18	-2%	-5%	2	4%	2%	2%
CN(Cc1cccnc1)Cc1cn[nH]c1-c1ccc(-c2ccccc2)cc1	-15%	22	0%	7%	-1	-1%	-7%	-1%
CCOc1ncccc1C(=O)OCC(=O)Nc1cc(S(=O)(=O)N2CCOCC2)ccc1Cl	-14%[9.22 µM]	34	10%	0%	3	5%	19%	6%
COc1ccc(C2(O)CCN(Cc3nnnn3Cc3ccc(C)cc3)CC2)cc1	-15%	?	9%	11%	-23	-12%	8%	9%
CCC(C)NC(=O)C1CCC(=O)N(c2cc(OC)c(OC)c(OC)c2)C1c1ccc(OC)cc1 (stereo unspecified)	5%	6	-4%	-3%	2	5%	1%	-7%
Cc1ccc([C@@H]2CC=C(C(=O)O)[C@H](c3ccc(Cl)cc3)N2S(=O)(=O)c2ccc(C)cc2)cc1	2%	?	-23%	-10%	-18	-36%	6%	-25%
Cc1ccccc1OCC(=O)OCC(=O)Nc1cc(S(=O)(=O)N2CCCCC2)ccc1Cl	5%	6	20%	5%	0	-1%	2%	6%
N#Cc1cc2cc3c(cc2nc1NCCNC(=S)NCCCN1CCOCC1)OCO3	15%	5	9%	3%	-2	-5%	6%	-18%
CCN(CC(=O)Nc1ccccc1C(F)(F)F)C(=O)CSCC(=O)Nc1cc(C)on1	9%	2	7%	7%	-6	-6%	1%	14%
N#C/C(=C\c1ccccc1)C(=O)NNS(=O)(=O)c1cccc([N+](=O)[O-])c1	23%	-2	/	2%	-6	-3%	5%	3%
COc1ccc(NC(=O)CN(Cc2ccccc2)S(C)(=O)=O)cc1	-12%	13	11%	12%	18	-2%	2%	10%
COc1ccc(OCC(=O)Nc2c(C(=O)N3CCN(c4ccccc4)CC3)oc3ccccc23)cc1	1%	/	-20%	/	89*	/	-3%	-6%
CCN(CC)S(=O)(=O)c1cccc(NC(=O)CN2C(=O)NC3(CCC(C)CC3)C2=O)c1 (stereo unspecified)	3%	19	6%	-6%	0	-2%	0%	3%
COC(=O)c1ccc(C(=O)NC(=S)Nc2nc3c(s2)CCCC3)cc1	?	0	/	8%	-11	-5%	-2%	5%
CCOC(=O)NN1C(=O)c2ccccc2NC1c1ccc(OC)cc1OC (stereo unspecified)	18%	-7	-40%	10%	-5	-1%	-9%	-2%
COc1ccc(NC(=O)CSc2nnc(C3CCCCC3)n2-c2ccccc2)cc1	0%	19	31%	7%	1	-3%	2%	21%
Cc1cccnc1NC(=O)CNC(=O)C1CCCCC1	12%	-2	-19%	9%	9	4%	-3%	19%

11 successive records out of the list so far, quoted:
SMILES	TDP-43 yeast inh	DRD3 antagonist	FUS yeast rescue	EPAC2 ag	D3 ag	EPAC2 antagonist	aSyn rescue	Abeta rescue
CCNc1nc(NC(C)CC)nc(Oc2ccc(OCC)nn2)n1 (stereo unspecified)	7%&6%	31	7%&-11%	11%	2&-7	-2%[57.1 µM]	0%&-4%	15%&-10%
COc1ccccc1OCC(=O)NC1CCCc2ccccc21 (stereo unspecified)	-12%	13	28%	17%	-7	3%	-2%	-4%
CCO[C@@H]1OC(C(N)=O)=C[C@H](C2CC2)[C@H]1CCCO	2%	4	-8%	7%	-11	5%	-3%	-24%
CC(=O)CC(c1ccccc1)S(=O)(=O)c1ccc(C)cc1 (stereo unspecified)	15%	18	-2%	-5%	2	4%	2%	2%
CN(Cc1cccnc1)Cc1cn[nH]c1-c1ccc(-c2ccccc2)cc1	-15%	22	0%	7%	-1	-1%	-7%	-1%
CCOc1ncccc1C(=O)OCC(=O)Nc1cc(S(=O)(=O)N2CCOCC2)ccc1Cl	-14%[9.22 µM]	34	10%	0%	3	5%	19%	6%
COc1ccc(C2(O)CCN(Cc3nnnn3Cc3ccc(C)cc3)CC2)cc1	-15%	?	9%	11%	-23	-12%	8%	9%
CCC(C)NC(=O)C1CCC(=O)N(c2cc(OC)c(OC)c(OC)c2)C1c1ccc(OC)cc1 (stereo unspecified)	5%	6	-4%	-3%	2	5%	1%	-7%
Cc1ccc([C@@H]2CC=C(C(=O)O)[C@H](c3ccc(Cl)cc3)N2S(=O)(=O)c2ccc(C)cc2)cc1	2%	?	-23%	-10%	-18	-36%	6%	-25%
Cc1ccccc1OCC(=O)OCC(=O)Nc1cc(S(=O)(=O)N2CCCCC2)ccc1Cl	5%	6	20%	5%	0	-1%	2%	6%
N#Cc1cc2cc3c(cc2nc1NCCNC(=S)NCCCN1CCOCC1)OCO3	15%	5	9%	3%	-2	-5%	6%	-18%

Further structures follow:
SMILES	TDP-43 yeast inh	DRD3 antagonist	FUS yeast rescue	EPAC2 ag	D3 ag	EPAC2 antagonist	aSyn rescue	Abeta rescue
CCC1CCCCN1C(=O)CSc1nnc(-c2c[nH]c3ccccc23)o1 (stereo unspecified)	-4%	-24	?	18%	-7	-1%	1%	6%
O=C(Cn1c(=O)c2c(ncn2Cc2ccccc2)n(Cc2ccccc2)c1=O)NC1CC1	-18%	0	15%	-4%	5	6%	-4%	4%
CON(C)c1nc(OCCNC(=O)OCc2ccc(Cl)cc2Cl)nc(N(C)C)n1	1%	25	32%	5%	-2	1%	4%	5%
CC(C)(C)OC(=O)N(CC1CCNCC1)C(=O)c1[nH]c(C(F)(F)F)nc1-c1ccccc1	11%	10	12%	1%	3	2%	-8%	-4%
CCCCN(C)CCNC(=O)CSCc1ccc(C)cc1	-2%	-22	1%	0%	-15	10%	0%	12%
COc1cc(C2CC(=O)N(Cc3ccc(F)cc3)c3ccccc3S2)cc(OC)c1OC (stereo unspecified)	24%	/	17%	/	6	/	11%	3%
Cc1ccc(SC(C)c2nc(-c3ccncc3)no2)cc1 (stereo unspecified)	18%	21	7%	6%	6	4%	?	-16%
O=C(C[C@@H]1C/C=C/CC[C@H](Cc2ccc(F)cc2)C(=O)OC[C@@H](Cc2ccccc2)NC1=O)N[C@H](CO)Cc1ccccc1	13%	-28	40%	-9%	-24	3%	-2%	-3%
Cc1nc(-c2ccc(C(=O)O)cc2)cs1	?	27	33%	12%	7	2%	6%	13%
COC(=O)c1cccc(Nc2ncnc3sccc23)c1	?	19	14%	-6%	-9	2%	8%	-5%
CSc1nc2c(c(=O)[nH]1)C(c1cccc(Cl)c1)CC(=O)N2 (stereo unspecified)	-30%	-18	5%	9%	-4	1%	-10%	-47%[inhibitor]
C[C@H](CO)N1C[C@H](C)[C@@H](CN(C)C(=O)c2ccccc2)OCc2cn(nn2)CCCC1=O	27%	-22	-36%	10%	-3	3%	-4%	-4%
O=C(CNc1cc(S(=O)(=O)N2CCCC2)ccc1OCC(F)(F)F)Nc1ccc(SC(F)F)cc1	-21%	-1	15%	10%	1	3%	3%	-10%
COc1ccc(-c2cnnc(N/N=C/c3ccc(O)cc3)n2)cc1	16%	6	11%	-6%	-4	-3%	2%	-13%
O=C(CSc1nc2ccccc2o1)Nc1nc(-c2ccccc2)cs1	0%	-10	10%	3%	-2	6%	-1%	-31%
Cn1c(=O)c2c(nc(Oc3ccccc3N)n2C)n(C)c1=O	6%	40	21%	3%	2	-2%	-4%	-13%
Cc1nc2sc(C(c3cccs3)N3CCN(c4ccccc4)CC3)c(O)n2n1 (stereo unspecified)	2%	-8	-8%	6%	-11	-5%	2%	-6%
COCc1cc(C)nc(NC2CCCCC2)c1C#N	-3%	16	-2%	-6%	2	3%	5%	-4%
COc1ccc(OC)c(C2CC(=O)N3CN(c4ccccc4)CSC3=C2C#N)c1 (stereo unspecified)	24%	-8	?	9%	10	1%	-4%	-1%
Cc1cccc(C(=O)NNC(=O)c2cccc(C)c2)c1	16%	-2	/	12%	2	1%	2%	16%
CC(=O)OC(C)=O	14%	-8	-42%	10%	7	-10%	1%	-28%
CCOC(=O)c1ccc(NC(=O)COC(=O)c2cccc(Oc3ccccc3)c2)cc1	17%	-1	/	5%	4	0%	10%	3%
CCn1c(=O)n(CC)c2cc(N3CCCC3)c(NC(=O)c3cccc(Cl)c3)cc21	8%	9	26%	-1%	5	-6%	-2%	-11%
CC(C)NC(=O)CSc1ccccc1C(=O)NCc1ccc2c(c1)OCO2	11%	22	-13%	-3%	-2	-1%	-2%	21%
O=C(O)COc1ccc(NC(=O)c2ccc3c(c2)C(=O)N(Cc2ccccc2)C3=O)cc1	5%	-13	20%	6%	0	-2%	-2%	-4%
COc1cc2c3nnc(-c4ccccc4)c-3cn(Cc3ccc(F)cc3)c2cc1OC	-22%	-20	5%	30%	-4	71µM*	-17%	-15%
Cn1c(CC(=O)NN)c(Sc2ccccc2)c2ccccc21	4%	-27	25%	6%	-2	?	8%	?
Cc1ccc(-c2nc3ccccn3c2C=O)cc1	14%	-14	-7%	1%	-6	6%	-14%	-35%
O=C1c2cccnc2C(=O)N1Cc1ccc(S(=O)(=O)NCc2ccco2)cc1	11%	-24	1%	6%	-8	5%	-3%	4%
CC(=O)COc1ccc2cc(-c3ccccc3)c(=O)oc2c1	-15%	4	16%	2%	-3	5%	1%	-5%
Cc1ccoc1C(=O)Nc1ccc(CC(=O)O)cc1	-4%	-14	20%	-1%	1	12%	-9%	-11%
CCc1ccccc1-n1ncc(C(=O)Nc2ccccc2OC)c1C	?	19	22%	0%	1	-7%	-38%[inhibitor]	-17%
Cc1cc(C)nc(Sc2nc(C)nc3c2oc2ccccc23)n1	-8%	0	3%	9%	-6	4%	6%	-11%
